PTAP TSG101 blk – blocks PTAP/TSG101 interaction to inhibit HIV-1 budding | Fluorescence polarization, FITC-PTAP peptide / Tsg101 binding | Potency, µM (highest dose often 115 µM), without a hit: top-dose activity change, negative = inhibition, hits mostly inhibitors | Q99816 | 340,000 tested, under 10 active | AID 493005; active = well fitted inhibition curve with a large enough effect in the main read-out, with a control signal flat, not every such curve was filed as active; inconclusive = small, poorly fitted or top-dose-only effect, or effect the other way, or a change in a side signal; inactive = no such curve, though single readings can be large or run the other way; also: potency is read from the fitted curve at half-maximal effect; % of control where 0% means no effect
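Steps: Tsg101 binding domain dispensed (10 uM final), compounds pinned in DMSO, FITC-labeled PTAP-motif peptide added (50 nM final); after 20 min binding at room temperature, polarization measured.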
CXXC DNA block – inhibitors of human MLL CXXC domain-DNA interaction | 290,000 tested, 0.037% active | MLL-CXXC / FITC-HOXA9 DNA fluorescence polarization | AID 2662 | Q03164 | Potency, µM (top dose mostly 115 µM), for the others: top-dose activity change, negative = inhibition, most hits filed as inhibitors; active = well fitted inhibition curve with a large enough effect in the polarisation, with a control signal flat, not every such curve was filed as active; inconclusive = small, poorly fitted or top-dose-only effect, or effect the other way, or a change in a side signal; inactive = no such curve, though single readings can be large or run the other way; the % refers to the polarisation; also: potency is read from the fitted curve at half-maximal effect
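Steps: dispense CXXC domain solution (7 uM) → pin compounds or unlabeled HOX-A9 DNA control → 5 min ambient → add FLSN-HOX-A9 solution (50 nM) → spin → 30 min ambient → fluorescence polarization. Tris pH 7.5/NaCl/DTT/BSA buffer.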
MBNL1 CUG block – MBNL1-poly(CUG) RNA binding inhibition; 280,000 tested, 0.036% active; TR-FRET MBNL1-His/biotin-(CUG)12 binding, 665/545 ratio; Potency, µM (doses to about 57.5 µM), for inactives: top-dose activity change, negative = inhibition, actives largely listed as inhibitors; AID 2675; Q9NR56; active = well fitted inhibition curve with a large enough effect in the signal ratio, with a control signal flat, not every such curve was filed as active; inconclusive = small, poorly fitted or top-dose-only effect, or effect the other way, or a change in a side signal; inactive = no such curve, though single readings can be large or run the other way; the % refers to the signal ratio; also: potency is read from the fitted curve at half-maximal effect; % is scaled to controls: 0 for no effect and ±100 for the full control effect
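MBNL1-His + Biotin-(CUG)12, cpd titration 92 nM–58 uM; Tb anti-His Ab 0.055 ng/ul, SA-XL665 5 nM (final); 60 min RT; ratiometric 665/545 nm, Ex 340 nm; normalized to buffer and full-complex controls.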
TCR act – activators of T cell receptors; 330,000 tested, under 10 active; primary human leukocytes, anti-CD3, IL-2 HTRF, 48 h; Potency, µM (top dose mostly 9.22 µM), without a hit: at the top dose activation of IL-2 secretion, usual class: activators; also: % of control where 0% means no effect
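Primary human leukocytes incubated 48 hr with anti-CD3 beads plus compound, without co-stimulation. Secreted IL-2 measured by HTRF (europium cryptate/d2 anti-IL-2 pair, 320 nm excitation, 665 nm emission).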
a7 integrin act – integrin-mediated muscular dystrophy alleviation activation. AID 624291. 350,000 tested, 0.064% active. Potency, µM (doses to about 38.3 µM), without a hit: top-dose activation, most hits filed as activators. alpha7betagal myoblasts, beta-gal FDG fluorescence, 48 h;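 also: potency is read from the fitted curve at half-maximal effect; 100% = response of the positive control SU9516; nearly all actives have a fitted effect of over 60% in size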
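alpha7betagal+/- myoblasts (passage 13, 250/well) treated 48 h at 37C with compounds at 1:260 dilution of DMSO stock. Lysed, then beta-galactosidase activity read as FDG fluorescence (ex 480/em 540) after 30 min, with pre-read for autofluorescence.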
ASM inhibitor – blocks human secretory acid sphingomyelinase. 340,000 tested, 0.006% active. Potency, µM (series often up to 57.5 µM), for the others: at the highest dose activity change, negative = inhibition, most hits filed as inhibitors. P17405. placental ASM, HMU-PC fluorogenic substrate, 60 min. AID 504937; also: potency is read from the fitted curve at half-maximal effect
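Human placenta-derived ASM enzyme was preincubated with compound for 10 minutes at room temperature, then given fluorogenic substrate HMU-PC0 (9 uM final) for 60 minutes at 37 °C; a pH 10 stop preceded fluorescence reading at Ex 386/Em 447 nm.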
AT treatment – potential ataxia-telangiectasia treatment; 320,000 tested, 0.19% active; Potency, µM (top dose mostly 57.5 µM), inactives show top-dose activation, hits mostly activators; […] A-T fibroblasts, KAP-1 phosphorylation AlphaLISA; neocarzinostatin DNA damage 30 min before lysis; also: potency is read from the fitted curve at half-maximal effect; % of control where 0% means no effect; nearly all actives have a fitted effect of over 45% in size
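ATM-like activity read as KAP-1 phosphorylation via AlphaLISA donor/acceptor antibody pairs after lysis and 6 hr at 25C. Cells were ATM-null patient fibroblasts ([…], hTERT), dosed 60 min, then exposed to the DSB inducer NCS for 30 min.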
Mito fusion act – mitochondrial division inhibition or fusion activation | S. cerevisiae fusion-defective mutant growth rescue, CellTiterGlo 48 h | Potency, µM (series often up to 46.1 µM), for inactives: at the top dose growth rescue (activation), actives largely listed as activators | 320,000 tested, 0.23% active | AID 485298;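 also: potency is read from the fitted curve at half-maximal effect; % of control where 0% means no effect; nearly all actives have a fitted effect of over 45% in size; temperature-sensitive fusion mutants such as fzo1-1 at 37 °C on non-fermentable ethanol glycerol medium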
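S. cerevisiae fusion-defective temperature-sensitive mutants (e.g. fzo1-1, mgm1-5) grown 48 h at 37C in YPEG (ethanol/glycerol non-fermentable) medium with 23 nl compound per well; growth rescue read as CellTiterGlo luminescence.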
Menin MLL FP TR – inhibitors of human menin-MLL interaction, mutant MLL peptide. O00255. Menin + Texas Red MLL mutant peptide, fluorescence polarization. Potency, µM (doses to about 61.6 µM), for inactives: top-dose FP activity change, negative = inhibition, actives largely listed as inhibitors. 270,000 tested, 0.23% active. AID 1768; active = well fitted inhibition curve with a large enough effect in the polarisation, with a control signal flat, not every such curve was filed as active; inconclusive = small, poorly fitted or top-dose-only effect, or effect the other way, or a change in a side signal; inactive = no such curve, though single readings can be large or run the other way; the % refers to the polarisation; also: potency is read from the fitted curve at half-maximal effect; % of control where 0% means no effect; many of its hits are not listed in these tables
TSHR antag – human thyrotropin receptor antagonism | P16473 | TSHR-expressing cells, TSH-stimulated cAMP HTRF, 2 h; active compounds read low | activity change, negative = inhibition, % at 11.5 µM | 330,000 tested, 0.2% active;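 active = activity change below a set negative limit, meaning inhibition stronger than a set level, cut at about -70% in these data; inconclusive = activity change between two set negative limits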; also: % is scaled to controls: 0 for no effect and ±100 for the full control effect
Target sequence (P16473 whole entry, looked up): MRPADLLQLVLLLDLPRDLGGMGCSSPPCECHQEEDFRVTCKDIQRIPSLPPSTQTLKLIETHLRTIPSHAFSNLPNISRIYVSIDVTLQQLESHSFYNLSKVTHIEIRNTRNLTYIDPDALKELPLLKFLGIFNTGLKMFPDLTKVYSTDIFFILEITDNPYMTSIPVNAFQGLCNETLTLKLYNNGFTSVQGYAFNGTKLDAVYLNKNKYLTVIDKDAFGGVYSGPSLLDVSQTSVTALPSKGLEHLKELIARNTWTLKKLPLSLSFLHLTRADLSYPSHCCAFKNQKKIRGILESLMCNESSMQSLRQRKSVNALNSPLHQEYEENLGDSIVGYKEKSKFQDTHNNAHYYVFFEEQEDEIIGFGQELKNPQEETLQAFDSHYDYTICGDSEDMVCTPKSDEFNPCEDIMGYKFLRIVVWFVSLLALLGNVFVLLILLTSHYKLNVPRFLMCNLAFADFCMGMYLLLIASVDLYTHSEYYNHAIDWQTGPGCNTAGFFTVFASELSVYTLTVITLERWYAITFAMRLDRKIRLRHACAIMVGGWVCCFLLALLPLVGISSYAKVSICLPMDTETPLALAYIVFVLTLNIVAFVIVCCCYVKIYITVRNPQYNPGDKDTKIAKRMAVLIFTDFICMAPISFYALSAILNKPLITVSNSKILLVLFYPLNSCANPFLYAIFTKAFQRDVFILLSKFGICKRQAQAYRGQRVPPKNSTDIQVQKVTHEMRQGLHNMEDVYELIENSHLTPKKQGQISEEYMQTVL
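Antagonism was scored as loss of TSH-driven cAMP in TSHR cells, stimulated with 4nM TSH (EC80) for 2 hours at 37 deg C and detected by homogeneous HTRF competition immunoassay.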
The depositor's hits bear a star; ? = inconclusive; / = no result given; [ ] = remark or other dose. Unless noted, calls follow the shape of the dose curve; as a rule, active = well fitted curve in the direction sought with a large enough effect; inconclusive = small, poorly fitted or top-dose-only effect, or another doubt; inactive = no such curve, though single readings can be large; an effect the other way counts as inactive or inconclusive.

SMILES	PTAP TSG101 blk	CXXC DNA block	MBNL1 CUG block	TCR act	a7 integrin act	ASM inhibitor	AT treatment	Mito fusion act	Menin MLL FP TR	TSHR antag
O=C(CN1C(=O)CCS(=O)(=O)c2ccccc21)NCc1ccccc1	-5%	2%	-1%	-5%[46.1 µM]	-6%	0%	4%	-2%	-5%	30
Cc1cccc(C)c1OCC(=O)Nc1ccc(N2CCOCC2)cc1	-1%	-2%	7%	0%	13%	-3%	-5%	6%	8%	17
O=C(N/N=C/C=C/c1ccccc1)NC1CCCCC1	-4%	7%	11%	0%	10%	-10%	-1%	2%	-12%	-5
Cc1cc([N+](=O)[O-])ccc1NCc1ccccc1	-8%	2%	?	-4%	25%	-15%	2%	0%	?	-18
Cc1cc(C)cc(OCC(=O)NNC(=O)CN2C(=O)c3ccccc3C2=O)c1	-2%	-1%	13%	10%[46.1 µM]	25%	1%	-6%	-5%	-1%	1
O=C(CSc1ccccn1)Nc1nncs1	0%	2%	-7%	0%[46.1 µM]	10%	6%	-6%	-8%	17%	-7
Cc1oc(C(=O)O)cc1COc1ccc2c(C)cc(=O)oc2c1	-8%	2%	?	2%	-24%	47%[activator]	0%	-5%	-1%	-1
COc1ccc(-c2ncc(CN3CCC(CO)(Cc4cccc(OC)c4)CC3)cn2)cc1	-1%	9%	-17%	-1%	21%	1%	6%	-4%	-19%	-8
CC1(C)CC(=O)C(C=NCC2CCNCC2)=C(O)C1	0%	2%	-4%	-4%	-14%	8%	-4%	-5%	12%	0
CCN(Cc1nc2ccccc2c(=O)[nH]1)C(=O)CN1C(=O)NC2(CCCCC2C)C1=O (centres undefined)	-2%	/	/	/	5%	1%	8%	-2%	/	0
O=[N+]([O-])c1ccc(N2CCSCC2)cc1O	-1%	-3%	?	2%	-12%	-3%	1%	2%	/	-4
CC(C)(C)c1ccc(C(=O)N2CCCCCC2=O)cc1	-8%	-4%	-17%	0%[46.1 µM]	-14%	0%	5%	6%	-2%	15
CC(C)CN(CC(C)C)C(=S)NC1CCCCC1	-4%	5%	1%	-3%[46.1 µM]	7%	/	1%	-6%	-10%	3
CCOC(=O)N1CCN(c2ccc(Cl)c(Cl)c2)CC1	-2%	2%	6%	9%	17%	2%	-5%	-4%	5%	-11
S=c1[nH]nc(Cc2cccs2)n1-c1cccc2ccccc12	-3%	-2%	-13%	-8%[46.1 µM]	10%	2%	2%	12%	7%	-23
CCN(CC)CCN1C(=O)C2C(C(=O)Nc3ccc(C(C)C)cc3)C3C=CC2(O3)C1C(=O)NC1CCCCC1 (centres undefined)	-2%	-8%	-7%	5%	-34%	2%	2%	0%	-14%	5
O=C(CSc1nnc2ccc(-c3cccnc3)nn12)Nc1ccc(F)cc1F	1%	-8%	?	-4%	17%	4%	-7%	-1%	0%	7
COc1ccc(C)cc1S(=O)(=O)N1CCCC(C(=O)NC2CC2)C1 (centres undefined)	-2%	-12%	1%	-5%	-2%	4%	6%	1%	/	6
C=CCn1c(SCCCc2ccccc2)nc2c1c(=O)[nH]c(=O)n2C	-6%	9%	-3%	-1%[46.1 µM]	?	-11%	12%	12%	-23%	17
Cc1nnc(Sc2nc3c(c(=O)[nH]c(=O)n3C)n2CCc2ccccc2)s1	1%	1%	-2%	-4%	10%	4%	14%	4%	/	-4
CCOC(=O)c1cnc(-n2nc(C)cc2C)nc1Nc1ccc(OC)cc1	-9%	-6%	?	-1%	8%	-5%	3%	24%	-22%	5
O=C1CCCC2=C1Sc1ccccc1N2	?	?	?	-1%	-22%	-3%	-11%	3%	/	-19
CC(C)c1nc2oc3c(N4CCNCC4)ncnc3c2c2c1CCC2	-7%	/	/	10%	-16%	-2%	/	/	/	/
CN(CCC#N)C(=O)COC(=O)c1ccc2[nH]c3c(c2c1)CCCC3	1%	5%	3%	/	1%	1%	-3%	0%	7%	15
CCNC(=S)Nc1cc(OCC)c(N2CCOCC2)cc1OCC	1%	-3%	/	11%[46.1 µM]	11%	4%	3%	-5%	-7%	1

(more compounds)
SMILES	PTAP TSG101 blk	CXXC DNA block	MBNL1 CUG block	TCR act	a7 integrin act	ASM inhibitor	AT treatment	Mito fusion act	Menin MLL FP TR	TSHR antag
Cc1cccc(C(=O)O[C@H]2[C@H](Cc3ccccc3)NS(=O)(=O)[C@H]3CC4C=C[C@]23O4)c1	/	/	/	1%	33%	2%	2%	/	/	1
COc1cc(/C=C/C(=O)NCc2ccccn2)cc(OC)c1OC	-2%	12%	11%	0%[46.1 µM]	4%	2%	-1%	-1%	-14%	-1
CN(C)CCNC(=O)c1ccc(CS(=O)(=O)c2ccc(Br)cc2)o1	-3%	/	/	-3%	-7%	1%	/	/	/	/
O=C1Nc2ccccc2/C1=N\N1CCOCC1	1%	-4%	?	3%	2%	-2%	-42%	1%	/	3
CCC(C)NC(=O)CCS(=O)(=O)c1ccc(Br)s1 (centres undefined)	-1%	-1%	-3%	1%	21%	1%	4%	-2%	5%	-2
COc1cc2c(cc1OC)C(c1ccccc1OC(C)C)CC(=O)N2 (centres undefined)	0%	1%	3%	-2%	?	0%	3%	4%	-8%	5
O=C(N/N=C/c1ccccc1OC(=O)c1ccc2c(c1)OCO2)c1cccc(F)c1	0%	-1%	-10%	5%[46.1 µM]	-13%	-1%	-4%	-4%	-12%	-10
COc1cccc(N2C(=O)C(Cc3c[nH]c4ccccc34)NC2=S)c1 (centres undefined)	-6%	-5%	-22%	-4%[46.1 µM]	7%	1%	-10%	6%	11%	25
Cc1cc(OCC(=O)N(Cc2ccco2)C2CCS(=O)(=O)C2)cc(C)c1Cl (centres undefined)	-1%	8%	2%	3%	-9%	-1%	8%	-2%	/	-5
N#CC(C(N)=O)=C1CCC2(CC1)OCCCCO2	0%	-4%	-1%	-3%	8%	2%	3%	2%	-11%	0
CCCCn1c(N)c(N(CC(C)C)C(=O)c2ccc(C)o2)c(=O)[nH]c1=O	-7%	/	/	4%	2%	20%	-1%	-3%	/	5
CC(C(=O)N1CCCc2ccccc21)N1CCN(c2ccccn2)CC1 (centres undefined)	-6%	21%	2%	-1%	0%	-1%	6%	0%	-11%	-5
NC(=O)c1oc2ccccc2c1NC(=O)c1ccc(F)cc1	-1%	4%	3%	-1%	11%	2%	5%	18%	26%	-14
COC(=O)CN1C(=O)COc2ccc(S(=O)(=O)N3CCCC3)cc21	-1%	?	3%	-6%	-20%	-1%	17%	-16%	25%	-135*
CC(NC(=O)CN1C(=O)NC2(CCCCCC2)C1=O)c1ccccc1Cl (centres undefined)	-4%	/	/	6%	-21%	8%	7%	-5%	/	81
CC(C(=O)N=Nc1c(O)[nH]c2ccccc12)n1cnc2ccccc2c1=O (centres undefined)	-3%	?	?	?	-10%	-3%	-2%	10%	2%	5
CC(C)CNC(=S)Nc1ccccc1F	-3%	?	?	0%[46.1 µM]	-20%	4%	5%	1%	-1%	25
S=C(c1ccc(-c2ccc(Br)cc2)o1)N1CCCCC1	-4%	-4%	21%	-3%	3%	-2%	0%	-11%	11%	-3
COc1ccc(-c2nc(NC(=O)c3nc4nccc(C)n4n3)sc2C)cc1	-7%	0%	9%	5%	34%	-3%	0%	-2%	-7%	-5
COc1ccc(CN(C)C(=O)c2cc(-c3ccc(OC)c(OC)c3)nc3ccccc23)c(OC)c1	-12%	-3%	21%	0%	0%	69%[activator]	-13%	-1%	/	11
O=C(N/N=C/c1ccc(O)c(O)c1)NC12CC3CC(CC(C3)C1)C2	-2%	?	9%	-7%	-24%	-12%	7%	-1%	?	-20
CCc1nnc(NC(=O)CSc2nnnn2C)s1	-4%	1%	1%	14%[46.1 µM]	10%	-3%	/	-3%	5%	13
N/C(=N\OC(=O)COc1ccc(Cl)cc1Cl)c1cccnc1	-2%	4%	7%[11.5 µM]	0%[46.1 µM]	0%	0%	2%	15%	13%	-29
COc1ccc(C(=O)c2ccc(Cl)cc2)c2ccccc12	-7%	-4%	19%	-5%	-7%	-1%	/	10%	0%	-5
O=C(CN1C(=O)C(c2ccccc2)Oc2cccnc21)NCc1ccccc1F (centres undefined)	-2%	3%	-1%	6%	4%	3%	4%	32%	0%	6
CC(OC(=O)CN1C(=O)NC(C)(C)C1=O)C(=O)c1ccccc1 (centres undefined)	-3%	2%	8%	3%	-25%	-1%	5%	0%	3%	10
Cc1c(OC(C)C(=O)O)ccc2c(-c3ccccc3)cc(=O)oc12 (centres undefined)	-12%	41%[activator]	?	1%	3%	9%	6%	2%	7%	11

Bioassay records from PubChem.

The list is partial, so the mix of outcomes need not match the whole.
